EP2 modulator = EP2 receptor modulators, cAMP readout, primary screen, cell-based, HTRF cAMP, PGE2 stimulation; Prostaglandin E2 receptor EP2 subtype (Homo sapiens), P43116; EP2-expressing cells, cAMP HTRF FRET, PGE2 co-stimulation; induction, % at 25 µM; actives 0.83% (n = 260,000); AID 940, 2007;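 active means compounds whose cAMP rise, as percent of the full-agonist control response, exceeds 60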;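 further: rat C6 glioma line stably carrying human EP2 under a CMV promoter; the protocol text gives 20 µM as final concentration; 100% = response of wells given 1 µM PGE2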
eIF4E 4G PPI = eIF4E–eIF4G protein interaction inhibitors, primary screen, biochemical, uHTS, TR-FRET, eIF4GI fragment; inhibition, % at 21.7 µM; Eukaryotic translation initiation factor 4E (Mus musculus) + Eukaryotic translation …; actives 0.37% (n = 220,000); TR-FRET eIF4E-eIF4GI(517-606) binding, 2 h; AID 782, 2007;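 active means inhibition above about 30%, limit read from the data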;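 further: 0% = full FRET control wells and 100% = background wells lacking eIF4GI fragment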
TbHK1 inh = Trypanosoma brucei hexokinase 1 inhibitors, primary screen, biochemical, G6PDH-coupled NADH absorbance, MLSCN library; recombinant TbHK1, G6PDH-coupled NADH A340; inhibition, % at 10 µM; actives 0.11% (n = 220,000); AID 1430, 2008;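 active means inhibition of 50% or more in the single-dose primary screen; inactive means inhibition below 50%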
Rad51 HR inh = human RAD51 strand exchange inhibitors, primary screen, biochemical, fluorescence. actives 0.085% (n = 200,000). inhibition, % at 10 µM. DNA repair protein RAD51 homolog 1 (Homo sapiens), Q06609. AID 1385, 2008. hRad51 DNA strand exchange, fluorescence dequenching;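 active means inhibition above 40% at the single screening dose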;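 further: 0% = DMSO control wells and 100% = blanks with heterologous ssDNA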
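System: hRad51 filaments on single-stranded DNA; reagent: Fluorescein- and BHQ1-tagged 47-mer duplex; compound dosing: one concentration, 10 µM final; timing: filaments 15 min 37 °C, then compound 30 min; measured by: fluorescein emission 520 nm, excitation 485 nm; benchmarks: per-plate controls and blanks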
Hck Nef HTS = inhibitors of Nef-activated human Hck kinase, primary screen, biochemical, Z-Lyte FRET, 384-well, Hck-YEEI; Recombinant Hck-YEEI plus Nef, Z-Lyte FRET kinase assay; Tyrosine-protein kinase HCK (Homo sapiens), P08631; actives 0.68% (n = 220,000); inhibition, % at 20 µM;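 active means Hck-Nef kinase inhibition above about 50%, limit read from the data; inactive means inhibition below that limit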;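 further: 0% = DMSO with Hck plus Nef and 100% = Hck alone without Nef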
Target sequence (P08631 whole entry, looked up): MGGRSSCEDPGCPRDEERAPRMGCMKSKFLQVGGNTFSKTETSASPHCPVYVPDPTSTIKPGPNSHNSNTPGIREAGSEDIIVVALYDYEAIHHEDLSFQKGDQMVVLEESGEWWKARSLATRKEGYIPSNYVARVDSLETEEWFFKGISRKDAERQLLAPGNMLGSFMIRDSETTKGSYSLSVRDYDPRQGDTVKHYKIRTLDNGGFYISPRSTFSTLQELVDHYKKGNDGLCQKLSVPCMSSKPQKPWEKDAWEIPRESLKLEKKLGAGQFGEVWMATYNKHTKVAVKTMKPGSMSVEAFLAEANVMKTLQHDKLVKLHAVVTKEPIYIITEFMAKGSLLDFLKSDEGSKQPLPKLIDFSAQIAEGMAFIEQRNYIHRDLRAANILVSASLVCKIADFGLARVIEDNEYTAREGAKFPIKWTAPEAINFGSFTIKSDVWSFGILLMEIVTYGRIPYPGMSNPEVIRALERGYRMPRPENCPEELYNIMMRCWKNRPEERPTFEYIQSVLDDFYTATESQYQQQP
m-calpain inh = inhibitors of pig calpain II, primary screen, biochemical, fluorogenic peptide substrate, 1536-well. AID 1236, 2008. actives 0.37% (n = 220,000). purified calpain II, 30 min. inhibition, % at 16 µM;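 active means inhibition above about 50%, limit read from the data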
14-3-3 Bad inh = inhibitors of 14-3-3 zeta/Bad binding, primary screen, biochemical, TR-FRET, bovine 14-3-3 zeta | 14-3-3 protein zeta/delta (Bos taurus), P63103 | TR-FRET 14-3-3zeta/Dy647-pBad peptide displacement, 1 h | inhibition, % at 21.7 µM | actives 0.71% (n = 220,000) | AID 781, 2007;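 active means inhibition above about 70%, limit read from the data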;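 further: 0% = full 14-3-3 plus peptide FRET controls and 100% = background without 14-3-3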
Target sequence (P63103 whole entry, looked up): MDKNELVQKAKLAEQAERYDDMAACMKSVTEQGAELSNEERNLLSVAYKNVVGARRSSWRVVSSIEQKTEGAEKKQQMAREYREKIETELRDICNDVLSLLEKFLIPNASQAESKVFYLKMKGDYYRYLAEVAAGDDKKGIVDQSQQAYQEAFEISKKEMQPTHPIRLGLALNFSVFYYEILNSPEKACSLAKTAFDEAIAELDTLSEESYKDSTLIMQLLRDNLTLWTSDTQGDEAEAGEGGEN
PGE2 EP2 inh = human EP2 receptor antagonists, primary screen, TR-FRET cAMP, C6 glioma cells. inhibition, % at 25 µM. actives 0.52% (n = 260,000). Prostaglandin E2 receptor EP2 subtype (Homo sapiens), P43116. AID 1422, 2008. C6 glioma cells expressing human EP2; cells stimulated with saturating PGE2;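 active means percent inhibition above 40 after rounding to a whole number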;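 further: rat C6 glioma host cells with rolipram phosphodiesterase inhibitor present; the protocol text gives 20 µM as final concentration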
zVAD death inh = inhibitors of zVAD-triggered necroptosis, primary screen, L929 cells; actives 0.38% (n = 220,000); L929 zVAD necroptosis rescue, ATP luminescence, 24 h; with zVAD 60 µM; viability rescue, % at 10 µM; AID 1377, 2008;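 active means activation, scaled between plate controls, above about 75%, limit read from the data; inactive means activation under that limit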;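 further: 0% = zVAD with DMSO and 100% = DMSO alone without zVAD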
The depositor's hits bear a star; & = joins results of further samples; [ ] = dose if it differs, or a comment. Not all compounds are listed; count on the stated rates, not on these rows.

For COc1ccc2nc(COC(=O)c3cccs3)c(C(C)=O)[n+]([O-])c2c1 the results were EP2 modulator -7, eIF4E 4G PPI -2, TbHK1 inh -8, Rad51 HR inh 9, Hck Nef HTS -6, m-calpain inh -4, 14-3-3 Bad inh 3, PGE2 EP2 inh 10 and zVAD death inh 0.7.
For N#CCCNC(=O)Cn1c(COc2ccc(Cl)cc2)nc2ccccc21 the results were EP2 modulator -5, eIF4E 4G PPI 0, TbHK1 inh -3, Rad51 HR inh 5, Hck Nef HTS 1, m-calpain inh -1, 14-3-3 Bad inh -5[fluorescence artefact?], PGE2 EP2 inh 7 and zVAD death inh 1.3.
Screening COc1ccc(C(=O)Nc2ccccc2C(=O)N/N=C/c2cccc3ccccc23)cc1 returned EP2 modulator -9, eIF4E 4G PPI -6[fluorescence artefact?], TbHK1 inh -18, Rad51 HR inh 0, Hck Nef HTS 0, m-calpain inh -100, 14-3-3 Bad inh 9[fluorescence artefact?], PGE2 EP2 inh 8 and zVAD death inh -0.8.
Screening O=C(/C=C/c1ccccc1Cl)N(Cc1ccc(Cl)cc1)C1CCS(=O)(=O)C1 (stereo not given) returned EP2 modulator 10, eIF4E 4G PPI 6, TbHK1 inh 30, Rad51 HR inh 4, Hck Nef HTS -6, m-calpain inh 3, 14-3-3 Bad inh -2, PGE2 EP2 inh 6 and zVAD death inh -0.3.
Screening CCOC(=O)C1=NN(C(=O)c2ccc(OC)cc2)C(O)(c2ccc(Cl)cc2)C1 (stereo not given) returned EP2 modulator -25, eIF4E 4G PPI 4, TbHK1 inh 0, Rad51 HR inh -67, Hck Nef HTS -27, m-calpain inh -85, 14-3-3 Bad inh -14, PGE2 EP2 inh 19 and zVAD death inh 0.3.
Cc1cc(C)c(S(C)(=O)=O)c(N(C)N)n1 was read as EP2 modulator 15, eIF4E 4G PPI 3, TbHK1 inh -2, Rad51 HR inh 0, Hck Nef HTS 21, m-calpain inh -10, 14-3-3 Bad inh -11, PGE2 EP2 inh 3 and zVAD death inh 4.0.
Screening N#C/C(=C\c1ccc(OCC(N)=O)cc1)S(=O)(=O)c1ccccc1 returned EP2 modulator -22, eIF4E 4G PPI 0, TbHK1 inh -15, Rad51 HR inh -1, Hck Nef HTS 13, m-calpain inh -10, 14-3-3 Bad inh 0, PGE2 EP2 inh 9 and zVAD death inh 37.
`CSc1cc(C)nc(N(C)C(C)=O)n1` gave EP2 modulator -2, eIF4E 4G PPI -2[fluorescence artefact?], TbHK1 inh -2, Rad51 HR inh -8, Hck Nef HTS 0, m-calpain inh -25, 14-3-3 Bad inh -4, PGE2 EP2 inh 5 and zVAD death inh 0.8.
For CC(C)Oc1ccc(C(=O)NC2CCS(=O)(=O)C2)cc1 (stereo not given) the results were EP2 modulator 1, eIF4E 4G PPI -1, TbHK1 inh 4, Rad51 HR inh -7, Hck Nef HTS 0, m-calpain inh 7, 14-3-3 Bad inh -2, PGE2 EP2 inh 3 and zVAD death inh -0.4.
For CCOC(=O)C(C)N1N=C(/C=C/c2ccc(C)cc2)CCC1=O (stereo not given) the results were EP2 modulator -18, eIF4E 4G PPI 4, TbHK1 inh -32, Rad51 HR inh 3, Hck Nef HTS -1, m-calpain inh -8, 14-3-3 Bad inh -3[fluorescence artefact?], PGE2 EP2 inh 9 and zVAD death inh 0.9.
Screening COc1ccc(N2CCCCn3c2nc2c3c(=O)n(C)c(=O)n2C)cc1 returned EP2 modulator 4, eIF4E 4G PPI -2, TbHK1 inh -13, Rad51 HR inh -6, Hck Nef HTS -1, m-calpain inh 6, 14-3-3 Bad inh 14[fluorescence artefact?], PGE2 EP2 inh 9 and zVAD death inh 0.7.
O=C(NCCO)/C(=C\c1ccc([N+](=O)[O-])o1)NC(=O)c1ccccc1 was read as EP2 modulator -12&3, eIF4E 4G PPI -5, TbHK1 inh -14, Rad51 HR inh -89, Hck Nef HTS 17, m-calpain inh -36, 14-3-3 Bad inh -7, PGE2 EP2 inh 17&10 and zVAD death inh 2.0.
For NNc1nnnc2c1sc1nc(N3CCOCC3)c3c(c12)CCCC3 the results were EP2 modulator -5, eIF4E 4G PPI -7, TbHK1 inh -8, Rad51 HR inh -5, Hck Nef HTS 21, m-calpain inh -8, 14-3-3 Bad inh -2, PGE2 EP2 inh 9 and zVAD death inh 0.9.
CCOC(=O)CSc1nc2ccc(Nc3nc(N4CCOCC4)nc(N4CCOCC4)n3)cc2s1 was read as EP2 modulator -34, eIF4E 4G PPI 5, TbHK1 inh -15, Rad51 HR inh 10, Hck Nef HTS 13, m-calpain inh -45, 14-3-3 Bad inh -9, PGE2 EP2 inh 72* and zVAD death inh 0.4.
`COc1cc(C(=O)Nc2nnc(C)s2)cc(OC)c1OC` gave EP2 modulator 3, eIF4E 4G PPI -5, TbHK1 inh -4, Rad51 HR inh 5, Hck Nef HTS 0, m-calpain inh -17, 14-3-3 Bad inh 4, PGE2 EP2 inh 10 and zVAD death inh -0.6.
`CCCCC(=O)NCCNc1nc2c(c(=O)n(C)c(=O)n2C)n1Cc1ccccc1` gave EP2 modulator 25, eIF4E 4G PPI 0[fluorescence artefact?], TbHK1 inh 5, Rad51 HR inh 3, Hck Nef HTS 0, m-calpain inh -32, 14-3-3 Bad inh -6[fluorescence artefact?], PGE2 EP2 inh 6 and zVAD death inh -0.2.
CC1=C(C)CC(C(=O)NCc2ccccn2)C(C(=O)O)C1 (stereo not given) was read as EP2 modulator -9, eIF4E 4G PPI 0, TbHK1 inh -15, Rad51 HR inh -4, Hck Nef HTS 5, m-calpain inh -6, 14-3-3 Bad inh -8, PGE2 EP2 inh 12 and zVAD death inh 0.5.
CCOC(=O)c1ccc(Nc2ccc([N+](=O)[O-])cn2)cc1 was read as EP2 modulator -11, eIF4E 4G PPI 25, TbHK1 inh -1, Rad51 HR inh -26, Hck Nef HTS 3, m-calpain inh -25, 14-3-3 Bad inh 20, PGE2 EP2 inh 1 and zVAD death inh -0.7.
CC12CCC(C(=O)N(CCCN3CCN(Cc4ccccc4)CC3)C1=O)C2(C)C (stereo not given) was read as EP2 modulator 20, eIF4E 4G PPI -2, TbHK1 inh 0, Hck Nef HTS 20, m-calpain inh -6, 14-3-3 Bad inh 23, PGE2 EP2 inh 3 and zVAD death inh -0.4.
COc1ccccc1N1CCN(C(CNS(=O)(=O)c2cccs2)c2cccnc2)CC1 (stereo not given) was read as EP2 modulator -2, eIF4E 4G PPI -5, TbHK1 inh 2, Rad51 HR inh -6, Hck Nef HTS 1, m-calpain inh 12, 14-3-3 Bad inh 8, PGE2 EP2 inh 13 and zVAD death inh -0.6.
`Nc1nncn1C(=O)c1cccs1` gave EP2 modulator 3, eIF4E 4G PPI 3, TbHK1 inh -5, Rad51 HR inh 5, Hck Nef HTS 1, m-calpain inh 18, 14-3-3 Bad inh -4, PGE2 EP2 inh 6 and zVAD death inh 1.8.
`C/C(Cc1ccccc1)=N\NC(=O)CNC(=O)c1ccc(Cl)cc1Cl` gave EP2 modulator -16, eIF4E 4G PPI -3, TbHK1 inh -1, Rad51 HR inh -24, Hck Nef HTS 3, m-calpain inh 15, 14-3-3 Bad inh 2, PGE2 EP2 inh 5 and zVAD death inh -0.3.
Cc1ccc(CNC(=O)CN2CCC(C(N)=O)CC2)cc1 was read as EP2 modulator -3, eIF4E 4G PPI -11, TbHK1 inh -4, Rad51 HR inh 0, Hck Nef HTS -1, m-calpain inh 1, 14-3-3 Bad inh -4, PGE2 EP2 inh 10 and zVAD death inh -0.4.
`COC(=O)C1=C(C)N(C)C(=S)NC1c1c(OC)ccc2ccccc12` (stereo not given) gave EP2 modulator 11, eIF4E 4G PPI -5, TbHK1 inh -10, Rad51 HR inh -3, Hck Nef HTS -15, m-calpain inh -20, 14-3-3 Bad inh -3, PGE2 EP2 inh 7 and zVAD death inh -0.4.
COc1ccc(/C=N/Nc2ccc(C(F)(F)F)cc2[N+](=O)[O-])cc1O was read as EP2 modulator -29, eIF4E 4G PPI 0[fluorescence artefact?], TbHK1 inh -12, Hck Nef HTS 7, m-calpain inh -5, 14-3-3 Bad inh -1, PGE2 EP2 inh 6 and zVAD death inh -0.2.
For O=C(CSc1nnc(NC(=O)c2ccco2)s1)Nc1ccc(F)cc1 the results were EP2 modulator 5, eIF4E 4G PPI 0, TbHK1 inh -9, Rad51 HR inh 6, Hck Nef HTS 16, m-calpain inh 0, 14-3-3 Bad inh -8, PGE2 EP2 inh 12 and zVAD death inh 8.5.
For O=C(NCc1ccco1)C1CCN(C(=O)Cc2ccccc2)CC1 the results were EP2 modulator -8, eIF4E 4G PPI 0[fluorescence artefact?], TbHK1 inh 7, Rad51 HR inh 2, Hck Nef HTS 0, m-calpain inh -42, 14-3-3 Bad inh -7[fluorescence artefact?], PGE2 EP2 inh 3 and zVAD death inh -0.2.
For Nc1nnc(Cc2ccc(Cl)cc2Cl)s1 the results were EP2 modulator 11, eIF4E 4G PPI 0, TbHK1 inh -9, Rad51 HR inh -3, Hck Nef HTS 4, m-calpain inh 4, 14-3-3 Bad inh 4, PGE2 EP2 inh 9 and zVAD death inh -0.1.
`COc1cc2c(cc1OC)CN(c1ccc([N+](=O)[O-])cc1Cl)CC2` gave EP2 modulator -27, eIF4E 4G PPI -1, TbHK1 inh -3, Rad51 HR inh -4, Hck Nef HTS 9, m-calpain inh -4, 14-3-3 Bad inh -10, PGE2 EP2 inh 5 and zVAD death inh 1.3.
For CC(C)(C)NC(=S)Nc1ccc(Br)cc1 the results were EP2 modulator -24, eIF4E 4G PPI -1, TbHK1 inh 6, Rad51 HR inh 6, Hck Nef HTS 0, m-calpain inh -25, 14-3-3 Bad inh -5, PGE2 EP2 inh 15 and zVAD death inh -0.4.
`O=C(CCC1CCCC1)N1CCN(C(=O)C2CC2)CC1` gave EP2 modulator 31, eIF4E 4G PPI -2[fluorescence artefact?], TbHK1 inh 7, Rad51 HR inh 5, Hck Nef HTS 0, m-calpain inh -16, 14-3-3 Bad inh 11, PGE2 EP2 inh 18 and zVAD death inh -0.1.
`COC(=O)CNC(=O)C(C)NC(=O)CNC(=O)OCc1ccccc1` (stereo not given) gave EP2 modulator 19, eIF4E 4G PPI -1, TbHK1 inh -1, Rad51 HR inh 5, Hck Nef HTS 0, m-calpain inh -29, 14-3-3 Bad inh 1, PGE2 EP2 inh 15 and zVAD death inh 0.8.
`O=C(c1ccccc1)N1CCN(Cc2cccc(Oc3ccccc3)c2)CC1` gave EP2 modulator 10, eIF4E 4G PPI 1, TbHK1 inh -9, Rad51 HR inh -3, Hck Nef HTS -3, m-calpain inh 4, 14-3-3 Bad inh 49, PGE2 EP2 inh -1 and zVAD death inh 0.7.

Screens deposited in PubChem BioAssay by several laboratories.
